Assay outcomes from PubChem.
S-ASM inh: Inhibitors of Secretory Acid Sphingomyelinase (S-ASM): qHTS. Sphingomyelin phosphodiesterase (Homo sapiens), P17405. 340,000 compounds, 0.006% hits. Potency, µM (titrated, usually from 57.5 µM), for the others: at the top dose activity change, negative = inhibition, most hits filed as inhibitors. placental ASM, HMU-PC fluorogenic substrate, 60 min; note: potency is the fitted concentration of half-maximal effect
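qHTS format. ASM enzyme prepared from human placenta hydrolyses the fluorogenic substrate HMU-PC0 (9 uM final) over 60 min at 37 °C after a 10 min compound preincubation.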
GALK inh: qHTS Assay for Inhibitors of Human Galactokinase (GALK); AID 1868, 2009; Potency, µM (doses to about 57.5 µM), inactives show at the highest dose activity change, negative = inhibition, most hits filed as inhibitors; 270,000 compounds, 0.007% hits; P51570; Purified GALK, Kinase-Glo residual ATP luminescence; note: potency is the fitted concentration of half-maximal effect; % is set by controls: 0 for no effect and ±100 for the full control effect
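Luminescence from leftover ATP (Ultra-Glo luciferase/luciferin) served as read-out after a 1 h room-temperature reaction of 5 nM GALK with 35 uM ATP and 100 uM galactose.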
MBNL1 CUG block: qHTS Assay for Inhibitors of MBNL1-poly(CUG) RNA binding; Muscleblind-like protein 1 (Homo sapiens), Q9NR56; TR-FRET MBNL1-His/biotin-(CUG)12 binding, 665/545 ratio; Potency, µM (highest dose often 57.5 µM), without a hit: top-dose activity change, negative = inhibition, hits mostly inhibitors; 280,000 compounds, 0.036% hits; active = well fitted inhibition curve with a large enough effect in the signal ratio, with a control signal flat, not every such curve was filed as active; inconclusive = small, poorly fitted or top-dose-only effect, or effect the other way, or a change in a side signal; inactive = no such curve, though single readings can be large or run the other way; the % refers to the signal ratio; note: potency is the fitted concentration of half-maximal effect; % is set by controls: 0 for no effect and ±100 for the full control effect
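Compound titration spanned 92 nM–58 uM against the MBNL1-His/biotin-(CUG)12 complex. After 60 min at room temperature with 5 nM streptavidin-XL665 and 0.055 ng/ul terbium anti-His, ratiometric 665/545 nm emission (Ex 340 nm) normalized to controls.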
A-T KAP1 phos: qHTS Assay for Identifying a Potential Treatment of Ataxia-Telangiectasia; […] A-T fibroblasts, KAP-1 phosphorylation AlphaLISA; neocarzinostatin DNA damage 30 min before lysis; Potency, µM (highest dose often 57.5 µM), for inactives: top-dose activation, hits mostly activators; 320,000 compounds, 0.19% hits; AID 485349, 2010; note: potency is the fitted concentration of half-maximal effect; % of control where 0% means no effect; nearly all actives have a fitted effect of over 45% in size
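hTERT-immortalized A-T patient fibroblasts ([…]), 500 cells/well in OPTI-MEM, 1% FBS, got compounds for 60 min, then NCS for 30 min at 37C. Lysates were then assayed for phospho-KAP-1 by AlphaLISA (anti-pKAP1 donor, anti-KAP1 acceptor beads), 6 hr at 25C.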
a7 integrin act: qHTS for Activators of Integrin-Mediated Alleviation for Muscular Dystrophy; alpha7betagal myoblasts, beta-gal FDG fluorescence, 48 h; Potency, µM (series often up to 38.3 µM), without a hit: at the highest dose activation, most hits filed as activators; 350,000 compounds, 0.064% hits; AID 624291, 2012;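 note: potency is the fitted concentration of half-maximal effect; 100% = response of the positive control SU9516; nearly all actives have a fitted effect of over 60% in size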
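alpha7betagal+/- myoblasts (passage 13, 250/well) treated 48 h at 37C with compounds at 1:260 dilution of DMSO stock. Lysed, then beta-galactosidase activity read as FDG fluorescence (ex 480/em 540) after 30 min, with pre-read for autofluorescence.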
CXXC DNA block: qHTS Fluorescence Polarization Assay for Inhibitors of MLL CXXC domain - DNA interaction | Histone-lysine N-methyltransferase 2A (Homo sapiens), Q03164 | MLL-CXXC / FITC-HOXA9 DNA fluorescence polarization | Potency, µM (doses to about 115 µM), without a hit: at the highest dose activity change, negative = inhibition, hits mostly inhibitors | 290,000 compounds, 0.037% hits; active = well fitted inhibition curve with a large enough effect in the polarisation, with a control signal flat, not every such curve was filed as active; inconclusive = small, poorly fitted or top-dose-only effect, or effect the other way, or a change in a side signal; inactive = no such curve, though single readings can be large or run the other way; the % refers to the polarisation; note: potency is the fitted concentration of half-maximal effect
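Purified MLL-CXXC (added from a 7 uM solution) was preincubated 5 min at ambient with pinned compounds in 50 mM Tris-HCl pH 7.5, 50 mM NaCl, 1 mM DTT, 0.05% BSA. Fluorescein-labeled HOX-A9 DNA (50 nM solution) followed, 30 min, then polarization read.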
hERG WT inh: qHTS for Inhibitors of KCHN2 3.1: Wildtype qHTS; U2OS, BacMam KCNH2, thallium flux FluxOr; active compounds read low; activity change, % at 1.84 µM; 340,000 compounds, 0.37% hits;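 active = maximum activity change below -70%; inconclusive = maximum activity change between -70% and -50%; inactive = maximum activity change above -50%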; note: % is set by controls: 0 for no effect and ±100 for the full control effect
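U2OS cells were transduced with wild-type KCNH2 virus (2.03 x 10^8 / mL) for 4 h at room temperature, then cultured overnight at 37 C. Thallium flux was read with FluxOr dye. Rate constants were normalized to DMSO controls.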
FBPA coupling cs: qHTS Assay for Inhibitors of Fructose-1,6-bisphosphate Aldolase from Giardia Lamblia: Coupling assay counterscreen; coupling enzyme system counterscreen, AmpLite Red fluorescence; 290,000 compounds, 0.67% hits; activity change, negative = inhibition, % at 58.2 µM, hits read low; in the data active = activity change below about -30%; note: % is set by controls: 0 for no effect and ±100 for the full control effect
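First, compound is pin-transferred into glyceraldehyde-3-phosphate coupling-enzyme reagent at 57.5 uM final and held 10 min at RT. Next, substrate, coupling system and AmpLite Red are added. After 20 min RT, fluorescence (525/598 nm) is read.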
KCNH2 3.1 block: qHTS for Inhibitors of KCHN2 3.1: Mutant qHTS; U2OS KCNH2 3.1, thallium flux FluxOr; active compounds read low; activity change, % (tested at about 1.8 µM); 340,000 compounds, 0.95% hits;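 active = maximum activity change below -70%; inconclusive = maximum activity change from -70% to -50%; inactive = maximum activity change above -50%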;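 note: thallium influx rate constant from kinetic fluorescence after stimulation buffer; % is set by controls: 0 for no effect and ±100 for the full control effect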
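Thallium flux read-out: FluxOr dye with Red40 quencher in HBSS/HEPES, 45 min at RT. Rate constants from kinetic reads were normalized to positive and negative DMSO controls. Cells: U2OS virally expressing the 3.1 isoform.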
TRPV1 ag: HTS Assay for Compounds that Act as Agonists of the Vanilloid Receptor 1 | TRPV1-expressing cells, Fluo-8 calcium influx, agonist mode | activation, % at 8.33 µM | 320,000 compounds, 0.19% hits; in the data active = activation above about 80%; inconclusive = between about 30% and that limit; note: 0% is about no effect
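Fluo-8 calcium influx in TRPV1-expressing cells, kinetic read (ex 480/em 520 nm). Compound added and read 3 min for agonist activity, followed by capsaicin at EC20 final and 2 min further read for enhancement.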
Numbers without * were called inactive; i = inactive; ? = inconclusive; . = no result given; [ ] = remark or other dose. Unless noted, calls come from the whole dose curve; as a rule, active = well fitted curve in the direction sought with a large enough effect; inconclusive = small, poorly fitted or top-dose-only effect, or another doubt; inactive = no such curve, though single readings can be large; an effect the other way counts as inactive or inconclusive.

SMILES | S-ASM inh | GALK inh | MBNL1 CUG block | A-T KAP1 phos | a7 integrin act | CXXC DNA block | hERG WT inh | FBPA coupling cs | KCNH2 3.1 block | TRPV1 ag
COC(=O)c1cccc(NC(=O)Cc2ccc(OC)cc2)c1C | 3% | -1% | -4% | 13% | 18% | 1% | -2 | 2 | 1 | -1
Nc1ccccc1C=C1Cc2ccccc2C1=O | -7% | . | . | . | 2% | . | -7 | . | 2 | .
O=C1N(Cc2cccc(Cl)c2)C[C@@H]2C[C@@H](c3cccn3-c3nccs3)N3CCC[C@@]123 | 2% | 0% | -14% | 2% | -14% | 2% | 13 | 3 | -86* | 4
COC(=O)[C@H](C(C)C)N(Cc1ccccc1)S(=O)(=O)CCN1CCCC1 | 2% | . | . | -42%[inhibitor] | 0% | . | 42 | . | 12 | .
COC(=O)C1=CN(C)C=C(C(=O)OC)C1c1ccc(Cl)cc1Cl | 272%[activator] | 2% | -14% | 28% | 1% | 4% | -8 | -3 | -7 | 9
COC(=O)c1ccc(NC(=O)CSc2ccc(-c3ccccn3)nn2)cc1 | 0% | 6% | 25% | 5% | -39% | 35%[activator] | 15 | . | . | 4
O=C(Nc1ccc(C(=O)N2CCC(N3CCOCC3)CC2)cc1)c1ccc(Br)o1 | -1% | . | . | 23% | -20% | . | 2 | . | 3 | -3
c1ccc2c(-c3nc(-c4ccncc4)no3)cccc2c1 | -27% | 1% | 1% | 32% | 4% | -7% | -16 | 1 | 5 | -1
Cc1ccc(Nc2cc(C(=O)NCCCN3CCOCC3)c3ccccc3n2)cc1C | 1% | 5% | 7% | 0% | -27% | -2% | 5 | -2 | -17 | 7
COc1ccccc1NC(=O)c1nc[nH]c1C(=O)Nc1ccccc1OC | -2% | -2% | 2% | 7% | 0% | 5% | 6 | -2 | -7 | -2
CSc1ncc(Cl)c(C(=O)Nc2nnc(SC/C=C/c3ccccc3)s2)n1 | -4% | -2% | -8% | 8% | 3% | 19% | 27 | 15 | -11 | -5
CC(C)(C)n1nnnc1C(c1cccc(C(F)(F)F)c1)N1CCC(O)CC1 (stereo not drawn) | -1% | 5% | -3% | 0% | -52%[inhibitor] | -6% | 0 | 0 | 22 | -2
Cc1cc(NC(=O)CCC(=O)N(CCC(C)C)C(C(=O)NC2CCCC2)c2ccccc2C)no1 (stereo not drawn) | -2% | -1% | 0% | 8% | 2% | -4% | -9 | 0 | -2 | 24
CC1(C)CC(=O)C(C=NCCc2ccc(S(N)(=O)=O)cc2)=C(O)C1 | 5% | 1% | 11% | -1% | 0% | -1% | 2 | 5 | 3 | 0
Cc1nn(C)cc1C1C(C#N)=C(N)N(c2cccnc2)C2=C1C(=O)CCC2 (stereo not drawn) | 5% | 1% | 3% | 13% | ? | 11% | 3 | -12 | -2 | 2

3 of the compounds above, with values under each structure:
Results follow in this order: S-ASM inh	GALK inh	MBNL1 CUG block	A-T KAP1 phos	a7 integrin act	CXXC DNA block	hERG WT inh	FBPA coupling cs	KCNH2 3.1 block	TRPV1 ag
- CC(C)(C)n1nnnc1C(c1cccc(C(F)(F)F)c1)N1CCC(O)CC1 (stereo not drawn)
→ -1%	5%	-3%	0%	-52%[inhibitor]	-6%	0	0	22	-2
- Cc1cc(NC(=O)CCC(=O)N(CCC(C)C)C(C(=O)NC2CCCC2)c2ccccc2C)no1 (stereo not drawn)
→ -2%	-1%	0%	8%	2%	-4%	-9	0	-2	24
- CC1(C)CC(=O)C(C=NCCc2ccc(S(N)(=O)=O)cc2)=C(O)C1
→ 5%	1%	11%	-1%	0%	-1%	2	5	3	0

Next part.
SMILES | S-ASM inh | GALK inh | MBNL1 CUG block | A-T KAP1 phos | a7 integrin act | CXXC DNA block | hERG WT inh | FBPA coupling cs | KCNH2 3.1 block | TRPV1 ag
Cc1ccsc1C(=O)OCC(=O)NCCCc1ccccc1 | 0% | 7% | -1% | -2% | 0% | -11% | -7 | 0 | -4 | 26
N#CCSc1nnc(-c2ccc(S(=O)(=O)N3CCOCC3)cc2)n1CC1CCCO1 (stereo not drawn) | 6% | 0% | 0% | 5% | 12% | 2% | -2 | 0 | 8 | 0
Cc1ccc(CSCCNC(=O)CN(c2ccc(F)cc2)S(C)(=O)=O)cc1 | 0% | 1% | 1% | -12% | 19% | -9% | -17 | -1 | 2 | 0
CCCNC(=O)[C@@H]1CCCN1C(=O)C1CCN(S(=O)(=O)c2ccc(C)cc2)CC1 | 8% | 8% | -5% | 2% | 36% | -10% | 0 | -2 | 3 | 3
Cc1c(C(=O)N(C)CCC#N)oc2ccc(S(=O)(=O)N3CC(C)CC(C)C3)cc12 (stereo not drawn) | 0% | 4% | -1% | -2% | ? | 2% | 1 | 0 | 2 | -2
CCC(C)NC(=O)c1ccccc1NC(=O)COc1ccc(OC)cc1 (stereo not drawn) | 3% | 1% | -1% | 3% | -13% | 7% | 9 | 1 | 9 | -1
CCN(Cc1nc2ccccc2c(=O)[nH]1)C(=O)C1CC(=O)N(c2cccc3ccccc23)C1 (stereo not drawn) | 0% | . | . | 2% | -23% | . | 2 | . | -13 | -1
O=C(CC1Nc2ccccc2NC1=O)NCc1cccnc1 (stereo not drawn) | 53% | -1% | ? | 1% | 2% | 2% | 0 | 1 | 4 | 1
Cc1ccc(OCc2nc(-c3ccccc3)no2)cc1 | 4% | . | -13% | 11% | -4% | -8% | 2 | -5 | 3 | 5
Cc1cc(C(=O)CSc2nc(N)cc(=O)[nH]2)c(C)n1Cc1ccco1 | 1% | 0% | 4% | -10% | -12% | 13% | -13 | 4 | 10 | -3
COc1ccc(C(=O)O)cc1S(=O)(=O)Nc1ccc(C)cc1 | -1% | -2% | . | -1% | -44% | 6% | . | 1 | -31 | -2
Cc1[nH]c2ccccc2c1C(O)CN1CCN(c2cccc(C(F)(F)F)c2)CC1 (stereo not drawn) | -6% | 2% | -3% | 17% | -60%[inhibitor] | -6% | 13 | -18 | -33 | -3
Cc1ccc(C2NC(c3ccc(C)cc3)C([N+](=O)[O-])C(C)(C)C2[N+](=O)[O-])cc1 (stereo not drawn) | -2% | -1% | 13% | 1% | 16% | 3% | -1 | 0 | 27 | 10
CC(C)Oc1ccc(C(=O)NC2CCS(=O)(=O)C2)cc1 (stereo not drawn) | 0% | 0% | -7% | . | -13% | 1% | -8 | 2 | 0 | -6
Cc1cc(C)c(S(=O)(=O)Nc2ccc(O)c(Sc3ncn[nH]3)c2)cc1C | 2% | . | -2% | -10% | -25% | . | -4 | -7 | 16 | 0
CC(=O)N/C(=C/c1ccc2c(c1)OCO2)C(=O)NCCCO | -5% | 1% | ? | 7% | 27% | ? | -6 | 4 | 0 | 3
Nc1nc(CN2CCN(C(=O)c3ccco3)CC2)nc(Nc2cccc(Cl)c2)n1 | 0% | 1% | -2% | 1% | 3% | 12% | 5 | 0 | ? | 1
O=C(NCCCO)C12CC3CC(CC(C3)C1)C2 | 2% | . | . | . | 1% | . | -32 | . | 2 | .
NC(=O)/C(=N\OC(=O)c1ccco1)c1nc(-c2ccc(Br)cc2)cs1 | 3% | -2% | 9% | 7% | 3% | 100%[activator] | 0 | -1 | 2 | -4
COc1ccc(OC)c(N=c2ssnc2Cl)c1 | -1% | -4% | 1% | -10% | -16% | 0% | 19 | -2 | -8 | -1
CC(C(=O)N1CCOCCOCCOCCOCCOCC1)N1C(=O)c2ccccc2C1=O (stereo not drawn) | 5% | 0% | . | -1% | 7% | -9% | -6 | 0 | -14 | -5
Cc1ccc([N+](=O)[O-])cc1NC(=S)NC(=O)c1cccnc1 | 2% | 1% | 14% | 1% | 8% | 14% | i | -2 | -17 | 0
Cc1cc(C(=O)N/N=C/c2ccc(N(C)C)o2)cs1 | 0% | -6% | 30% | -10% | -20% | 22% | 3 | . | 5 | 1
N=c1c2c3c(sc2ncn1N)CCCCC3 | 0% | 2% | 8% | 5% | 12% | -3% | -2 | -2 | . | -3
Cc1cccc(NC(=O)c2ccccc2OCC(=O)c2ccc(F)cc2)c1 | -2% | -2% | 12% | 0% | 19% | 6% | 1 | -2 | 5 | 11
CCCCN(C(=O)c1cc(S(=O)(=O)N2CCOCC2)ccc1F)c1c(N)n(CCCC)c(=O)[nH]c1=O | 28% | . | . | . | -25% | . | 0 | . | -7 | .
CCN(C(=O)CN1C(=O)CN(C)C1=O)c1cccc2ccccc12 | 4% | . | . | -2% | -16% | . | -2 | . | -30 | .
